Source: PubChem (several laboratories)
MT stabilizer: microtubule stabilizers in HeLa cells. HeLa tubulin immunostaining HCS, 24 h; share of cells brighter than vehicle mean+2SD. % tubulin-high responders, % at 10 µM. 200,000 compounds, 0.83% hits. AID 2205;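 active = plate Z-score above 3 for both tubulin-high and condensed-nucleus cell shares, with cell loss under 80%, at 10 µM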;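 also: anti alpha tubulin signal scored within the nucleus-defined area of each cell; some results filed as inactive read as strong as hits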
Autophagy mod: autophagy modulation, high-content screen; 190,000 compounds, 0.98% hits; MEF GFP-LC3 puncta imaging; test concentration mostly 10 µM; calls only at 10 µM (by protocol);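 active = percentage of spot-positive cells more than 3 SD above its plate mean, without a fluorescence outlier flag or 80% toxicity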;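 also: spot-positive cell cutoff set from DMSO-treated cells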
T cell modulator: T cell immune modulators affecting CD8 T cell-vesicle binding. calls only at 7 µM. 2C CD8+ T cell-vesicle binding, flow cytometry; active compounds read low. 330,000 compounds, 0.068% hits;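 active = response, share of CD8 T cells binding vesicles, and their 90th percentile fluorescence all below set limits, cut at about 80% in these data, passing the limit was not always enough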
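Material: murine 2C transgenic CD8+ T lymphocytes / Also added: QL9-peptide-loaded Drosophila micro-vesicles bearing Ld, ICAM-1 and B7-1 / Schedule: binding step 1.5 h, 37 °C, antibody labelling 20 min, ice / Signal: flow cytometry, PE anti-B7-1 (FL2) versus Alexa647 anti-CD8 (FL8), PFA-fixed / Evaluation: percent CD8+ FL2 mean versus row control / Benchmarks: naked versus QL9-loaded vesicles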
Hep lipid drop: modulators of hepatic lipid droplet formation | inhibition, % at 6.5 µM | 240,000 compounds, 0.4% hits | AML12 mouse hepatocytes, oleate lipid droplets, BODIPY imaging;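 active = lipid droplet intensity inhibited by at least 50%, with more than 500 cells counted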
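Assay system: AML12 hepatocytes (mouse) / Also added: 100 µM oleic acid challenge / Times: overnight treatment with compound plus oleate / Detection: high-content imaging of BODIPY-stained droplets and DAPI nuclei / Evaluation: % inhibition of lipid droplet signal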
WT yeast gro inh: growth inhibition of WT yeast, mitochondrial fusion screen. inhibition, % at 10 µM. 190,000 compounds, 2.1% hits. mitochondrial fusion phenotypic screen, WT strain; in the data active = inhibition above about 58%; tested in S. cerevisiae
West Nile virus CPE: West Nile virus antiviral activity, cell-based, CPE readout (AID 1621) | West Nile virus-infected cells, CPE inhibition; higher % means a stronger effect | one-dose CPE inhibition, % at 10 µM; IC50 in µM for titrated hits | 290,000 compounds, 0.02% hits; in the data active = a potency from the dose series; also: strong numbers were not always called active
Myeloid diff MLP: myeloid differentiation induction. AID 624256. 360,000 compounds, 1% hits. calls only at 10 µM. ER-HoxA9 myeloid progenitors, lysozyme-GFP differentiation, flow cytometry;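 active = normalized GFP-positive differentiation at or above the plate's own cutoff, the solvent-only control mean plus 3 SD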;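 also: cells exposed to compound for four days before flow analysis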
bCat nuc transl: modulators of beta-catenin nuclear translocation; HeLa beta-catenin nuclear translocation, immunofluorescence imaging; nuclear translocation activity, % at 5 µM; AID 1665; 190,000 compounds, 0.3% hits;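 active = nuclear translocation activity above 50% at 5 µM, with a well cell count of 50 or more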;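 also: per-cell ratio of nuclear to cytoplasmic median beta-catenin stain intensity; plate controls were DMSO negative control for no effect and GSK-3 inhibitor IX positive control for full effect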
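Signal – beta-catenin immunofluorescence imaging with DAPI · Test system – human HeLa cell line · Dosing – 5 µM primary single dose, 0.1% DMSO, 0.02–20 µM confirmation series · Measure – % activation, nuclear-to-cytoplasmic median beta-catenin signal ratio per cell · Incubation – 24 h compound exposure at 37°C, 5% CO2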
Ins promoter up: MIN6 insulin promoter up-regulation; MIN6 insulin promoter-GFP reporter, high-content imaging; active compounds read high; z-score at 5 µM; 190,000 compounds, 0.3% hits;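 active = z-score above 3 at 5 µM with at least 500 cells counted in the well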
WT yeast gro inh mutant strain: further read-out of WT yeast gro inh, marked with its call; inhibition, %; mitochondrial fusion phenotypic screen, mutant strain inhibition
Ins promoter up cell count: further read-out of Ins promoter up, marked with its call; cell count; measured here: cytotoxicity, nuclei count;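 total cells summed across four imaged fields per well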
Hep lipid drop cells 6.5 µM: also measured in Hep lipid drop; calls as there; cell count; measured here: cell count, cytotoxicity flag;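 cells counted across two imaged fields per well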
bCat nuc transl cell count 5 µM: further read-out of bCat nuc transl, marked with its call; cell count; measured here: cell count, cytotoxicity flag
T cell modulator vesicle-bound %: further read-out of T cell modulator, marked with its call; double positive events, %; measured here: CD8+ vesicle-bound cell fraction;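 binding gate set so that unloaded-vesicle control wells show 10% double positive cells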
MT stabilizer Hoechst-high %: further read-out of MT stabilizer, marked with its call; % Hoechst-high responders; measured here: nuclear condensation Hoechst responders;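 share of cells brighter than vehicle mean plus two SD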
MT stabilizer cytotoxicity %: second read-out of MT stabilizer, no call of its own (marks repeat the call); toxicity, %; measured here: cytotoxicity by cell density;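 0% = mean cell density of plate MIN control wells and 100% = no cells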
Autophagy mod cell loss 18 h: also measured in Autophagy mod; calls as there; toxicity, %; measured here: cell loss, nuclei count;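 cell loss after 18 h compound exposure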
Myeloid diff MLP GFP+ MAC1+ %: also measured in Myeloid diff MLP; calls as there; GFP+ MAC1+ double positive, %; measured here: differentiation confirmed by MAC1 staining
Active calls of the source: *; i = inactive; · = not tested or not shown.

SMILES	MT stabilizer	MT stabilizer Hoechst-high %	MT stabilizer cytotoxicity %	Autophagy mod	Autophagy mod cell loss 18 h	T cell modulator	T cell modulator vesicle-bound %	Hep lipid drop	Hep lipid drop cells 6.5 µM	WT yeast gro inh	WT yeast gro inh mutant strain	West Nile virus CPE	Myeloid diff MLP	Myeloid diff MLP GFP+ MAC1+ %	bCat nuc transl	bCat nuc transl cell count 5 µM	Ins promoter up	Ins promoter up cell count
Cc1cc(Cl)nc(Cl)c1C(=O)N1CCOCC1	5.2	2.1	7.6	i	-6	i	15	-1	666	9	20	0.4%	i	0.1	-1.2	1129	-0.25	1334
CS(=O)(=O)N(CC(=O)N1CCN(c2ccccc2F)CC1)C1CCCCC1	3.2	2.0	4.1	i	1	i	42	·	·	-2	0	-0.4%	i	5.2	·	·	·	·
N/C(=N\OC(=O)Oc1ccccc1)c1ccc(Cl)cc1	0.7	1.0	4.1	i	2	i	46	14	790	-29	-12	1.4%	i	1.7	·	·	-1.3	997
CCc1ccccc1NC(=O)Nc1c(C)n(C)n(-c2ccccc2)c1=O	·	·	·	·	·	i	67	10	677	·	·	0.0%	i	12	·	·	·	·
O=C(NCc1ccccc1Cl)c1cc(C(=O)C2CC2)c[nH]1	·	·	·	·	·	i	20	-3	824	·	·	-0.3%	i	2.8	·	·	·	·
CC(OC(=O)CCCNC(=O)c1ccc(Cl)cc1)C(=O)N(C)Cc1ccccc1 (stereo unspecified)	·	·	·	·	·	i	68	-20	773	·	·	-0.9%	i	0.5	·	·	·	·
CC(C)(C)n1cnc(C(N)=O)c1N	3.3	1.5	0.7	i	-3	i	29	10	674	-8	0	-0.4%	i	0.9	-3.9	571	0.2	1347
Cn1nnc2cc(C(=O)NCc3ccc4c(c3)OCO4)ccc21	3.0	1.0	4.1	i	2	i	35	0	741	-3	-9	0.1%	i	0.2	-6.5	1225	-0.27	1292
O=C(CCc1ccccc1)NC1C2CC3CC(C2)CC1C3 (stereo unspecified)	·	·	·	·	·	i	54	-2	784	·	·	-1.0%	i	0.5	·	·	·	·
C=CCOc1ccccc1CNc1ccccc1C	2.1	2.8	4.7	i	9	i	42	-8	558	-13	-22	0.0%	i	1.1	-0.6	950	·	·
CSc1nnc(C(C)(C)C)c(=O)n1/N=C/c1ccc(Cl)cc1	·	·	·	·	·	i	57	1	679	·	·	0.1%	i	0.4	-0.9	1320	-0.45	1033
Cc1cc(NC(=O)C23CC4CC(CC(C4)C2)C3)n[nH]1	4.6	3.1	10	i	-10	i	30	9	690	-7	4	-0.2%	i	0.2	1.6	1082	0.32	1090
O=C(C1=C[C@@H](c2ccccc2)C[C@@H](OCc2ccc(CO)cc2)O1)N1CCN(Cc2ccc3c(c2)OCO3)CC1	13*	30*	25*	i	37	i	42	-2	675	11	10	0.1%	i	2.1	14	913	-1.1	1369
CCOC(=O)C1C(=O)CC(C)(O)C(C(=O)OCC)C1c1ccc(C)s1 (stereo unspecified)	3.4	1.7	7.4	i	-5	i	50	-11	754	16	7	-0.2%	i	0.4	1.2	1178	2.2	1197
Cc1ccc(C(=O)NCc2nnc3c(C(F)(F)F)cc(Cl)cn23)o1	·	·	·	·	·	i	25	8	750	·	·	0.0%	i	3.9	·	·	·	·
COc1ccccc1NC(=O)c1ccc(NC(=O)C2COc3ccccc3O2)cc1 (stereo unspecified)	·	·	·	·	·	i	13	14	767	·	·	0.0%	i	5.4	·	·	·	·
Cc1ccc(N(C(C)C(=O)O)S(=O)(=O)c2c(C)n[nH]c2C)cc1 (stereo unspecified)	1.6	1.6	8.6	i	-9	i	18	·	·	-16	0	0.4%	i	0.8	-8.2	960	1.5	1246
Cc1cccc(NC(=O)c2ccc(OC3CSC3)cc2)c1	3.0	2.5	5.9	i	5	i	38	-18	641	15	5	-0.3%	i	1.0	·	·	-0.37	1306
CC(C)(C)C(=O)NC(=S)N1CCOCC1	2.4	2.4	8.1	i	-11	i	22	21	631	-14	2	-0.8%	i	0.7	-1.6	1031	-0.01	1303
O=C(c1cccs1)N1CCCC(c2nc3c(nnn3Cc3c(Cl)cccc3Cl)c(=O)[nH]2)C1 (stereo unspecified)	·	·	·	·	·	i	25	-31	761	·	·	-1.1%	i	1.6	·	·	·	·
Cc1cc2n(n1)C(c1ccc3c(c1)OCO3)Nc1ccccc1-2 (stereo unspecified)	1.3	2.6	10	i	-7	i	40	·	·	23	26	-0.3%	i	0.4	-0.4	1151	-2.3	848
Cc1ccc(SCCNC(=O)CN(c2ccc3c(c2)OCO3)S(C)(=O)=O)cc1	3.1	2.4	6.8	i	-9	i	39	-1	672	-4	-2	0.0%	i	0.3	0.1	1031	-0.89	1606
CC(=O)c1ccc(NC(=O)C2CCN(S(=O)(=O)c3cccc4cccnc34)CC2)cc1	5.3	2.7	7.1	·	·	i	41	7	653	25	7	0.7%	i	2.1	-0.3	1012	-1.1	1452
CN(CC(=O)Nc1ccccc1Br)C(=O)C1CCN(C(=O)c2ccc(Cl)cc2)CC1	·	·	·	·	·	i	34	-16	649	·	·	-1.1%	i	0.0	·	·	·	·
Cc1ccc(C2(C)NC(=O)N(CC(=O)NCc3cccs3)C2=O)cc1 (stereo unspecified)	3.3	2.1	2.2	i	11	i	58	-25	627	-3	14	0.2%	i	0.1	·	·	1	1214

Random excerpt: 2 compounds from above
SMILES	MT stabilizer	MT stabilizer Hoechst-high %	MT stabilizer cytotoxicity %	Autophagy mod	Autophagy mod cell loss 18 h	T cell modulator	T cell modulator vesicle-bound %	Hep lipid drop	Hep lipid drop cells 6.5 µM	WT yeast gro inh	WT yeast gro inh mutant strain	West Nile virus CPE	Myeloid diff MLP	Myeloid diff MLP GFP+ MAC1+ %	bCat nuc transl	bCat nuc transl cell count 5 µM	Ins promoter up	Ins promoter up cell count
Cc1ccc(SCCNC(=O)CN(c2ccc3c(c2)OCO3)S(C)(=O)=O)cc1	3.1	2.4	6.8	i	-9	i	39	-1	672	-4	-2	0.0%	i	0.3	0.1	1031	-0.89	1606
O=C(C1=C[C@@H](c2ccccc2)C[C@@H](OCc2ccc(CO)cc2)O1)N1CCN(Cc2ccc3c(c2)OCO3)CC1	13*	30*	25*	i	37	i	42	-2	675	11	10	0.1%	i	2.1	14	913	-1.1	1369

Next part
SMILES	MT stabilizer	MT stabilizer Hoechst-high %	MT stabilizer cytotoxicity %	Autophagy mod	Autophagy mod cell loss 18 h	T cell modulator	T cell modulator vesicle-bound %	Hep lipid drop	Hep lipid drop cells 6.5 µM	WT yeast gro inh	WT yeast gro inh mutant strain	West Nile virus CPE	Myeloid diff MLP	Myeloid diff MLP GFP+ MAC1+ %	bCat nuc transl	bCat nuc transl cell count 5 µM	Ins promoter up	Ins promoter up cell count
O=C(N/N=C/c1cccc(Oc2ccccc2)c1)c1ccccc1Br	27*	18*	23*	i	-12	i	34	·	·	27	-18	0.8%	i	3.0	4.2	1400	0.27	1140
CCOC(=O)C1(CCCc2ccccc2)CCN(C(=O)c2cncs2)CC1	3.9	1.1	4.3	i	29	i	25	-15	763	10	10	-1.8%	i	0.5	-2.7	1054	0.16	1385
O=C(NC(=S)N1CCN(c2ccccc2)CC1)c1c(F)cccc1F	·	·	·	·	·	i	8	-2	604	·	·	0.1%	i	3.5	·	·	·	·
O=C(O)COCC(=O)Nc1ccc(-n2nc(C(F)(F)F)cc2-c2cccs2)cc1	·	·	·	·	·	i	17	1	675	·	·	1.3%	i	0.3	0.1	1347	0.35	1106
CC12CCC(C(=O)N3CCOCC3)([C@H](Br)C1=O)C2(C)C (stereo partly specified)	·	·	·	·	·	i	42	-5	724	·	·	-0.2%	i	0.5	0.5	1311	-0.83	967
O=C(CCSc1nc(-c2ccco2)cc(C(F)(F)F)n1)NCCc1ccccc1	2.3	1.2	6.3	i	-5	i	28	4	666	6	10	-0.7%	i	1.2	·	·	-0.16	1316
Cc1cc(C)cc(NS(=O)(=O)c2cnc(Cl)c(Cl)c2)c1	2.7	2.3	5.7	i	5	i	31	1	720	5	8	1.7%	i	0.7	-3.9	1063	0.18	794
CCCCC1=CC2=CC(=O)C(C)(OC(=O)CC)C(=O)C2=CN1CCc1ccc(Br)cc1 (stereo unspecified)	·	·	·	·	·	i	28	·	·	·	·	-0.2%	i	2.1	-2.2	1236	0.21	793
COc1ccccc1/C=N/NC(=O)c1ccc(N(C)S(=O)(=O)c2ccccc2)cc1	3.2	1.7	1.9	i	-2	i	23	-3	670	9	2	-0.1%	i	0.7	-0.1	1060	·	·
NS(=O)(=O)c1ccc(CCNC(=O)c2ccc([N+](=O)[O-])cc2[N+](=O)[O-])cc1	1.9	1.9	11	i	11	i	38	·	·	-6	-6	-0.2%	i	0.1	0.3	1524	0.76	1409
Cc1c(Nc2c3c(c(C#N)c4nc5ccccc5n24)CCC3)c(=O)n(-c2ccccc2)n1C	3.3	2.7	8.1	i	4	·	·	·	·	1	15	0.4%	·	·	-3.6	847	-0.38	1544
CC1=NN2C(=N)/C(=C\c3cc(C)n(-c4ccccc4)c3C)C(=O)N=C2S1	2.6	2.9	0.9	i	-8	i	62	3	704	-7	6	-0.6%	i	0.3	0.1	1024	-0.39	1243
CN1CCN(C(=O)c2cnn(-c3ccccc3)c2NC(=O)c2cccs2)CC1	4.6	1.8	9.1	i	-2	i	62	·	·	1	-3	·	i	4.1	0.4	1078	·	·
Cc1ccc2cccc(Oc3cnccn3)c2n1	1.6	2.8	12	·	·	i	10	·	·	7	11	0.4%	i	1.6	2.6	1055	-1.6	1037

The order is random; any-hit rate near 3.9%.
